# Screening data as filed in PubChem BioAssay.
# SMARCA2 act – increases SMARCA2 function in MMTV reporter cells; MG213 cells, MMTV-luciferase reporter, dexamethasone, overnight; activation, % at 9.1 µM; 370,000 compounds, 1% hits; AID 652017; in the data active means activation above about 7.8%;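 further: 0% = vehicle wells and 100% = reference activator wells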
# ssDAF12 agonist – activates DAF-12 receptor from parasite S. stercoralis; HEK293 ssDAF-12/GRIP1 lit1-tk-luc reporter, luminescence; % of 3 µM dafachronic acid response; activation, % at 6.8 µM; 370,000 compounds, 1% hits; AID 652126;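 active means activation above the mean over all tested compounds plus 3 SD, cut at about 0.9% in these data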;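 further: 0% = DMSO-only wells and 100% = 3 µM delta7-dafachronic acid wells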
# GAA850 FXN act – frataxin GAA850 promoter activation | HEK293 lucGAA850 FXN promoter luciferase reporter, 24 h; percent of 10 µM SAHA response | activation, % at 6 µM | 360,000 compounds, 0.56% hits;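 active means activation above the average of all compounds screened plus 3 SD, cutoff fixed separately per campaign, cut at about 7.5% in these data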;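 further: 0% = DMSO wells and 100% = 10 µM SAHA wells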
# hgDAF-12 ag – agonists of H. glycines DAF-12 nuclear receptor. 370,000 compounds, 1.8% hits. HEK293 GAL4-hgDAF12 UAS-luciferase reporter, agonist luminescence; normalized to butyrate control. AID 687014. activation, % at 6.8 µM;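 active means activation above a cutoff set at the mean of all screened compounds plus 3 SD, cut at about 10% in these data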;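 further: 0% = DMSO wells and 100% = sodium butyrate wells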
# hcDAF12 agonist – activators of H. contortus DAF-12 nuclear receptor; HEK293 hcDAF-12 lit1-tk-luc reporter, luminescence; 0% DMSO, 100% Δ7-dafachronic acid; activation, % at 6.8 µM; 370,000 compounds, 1.4% hits; AID 652067;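 active means activation above the mean of all tested compounds plus 3 SD, cut at about 5.5% in these data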;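 further: 100% = response to 3 µM Δ7-dafachronic acid high control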
# ADAM10 inh – inhibitors of human ADAM10; recombinant ADAM10, EDANS/DABCYL FRET peptide cleavage, 3 h; AID 720582; inhibition, % at 7 µM; 370,000 compounds, 0.62% hits;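 active means inhibition above a per-campaign cutoff equal to the mean of compounds falling between control-based bounds plus 3 SD, cut at about 20% in these data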;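 further: 0% = DMSO wells while the 100% control is not disclosed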
# DAX1 inh-1 – inhibits human nuclear receptor DAX1; HEK293 Gal4-DAX1 luciferase reporter, luminescence; inhibition, % at 6.75 µM; 340,000 compounds, 0.99% hits; AID 504766;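 active means inhibition above the mean over all tested compounds plus 3 SD, cut at about 4.2% in these data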;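 further: 0% = DAX1-transfected cells with DMSO and 100% = empty-vector control cells with DMSO; inhibition shows as a rise in luminescence from relieved DAX1 repression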
# ADAM17 inh – ADAM17 inhibition, QFRET primary screen. 370,000 compounds, 0.83% hits. AID 720648. recombinant ADAM17, EDANS/DABCYL FRET peptide cleavage. inhibition, % at 6.95 µM;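 active means inhibition above the mean of compounds lying between control limits plus 3 SD, set per campaign, cut at about 8.5% in these data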;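 further: 0% = DMSO-only wells as the low control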
# GC-A act – GC-A (human) enzyme activation | HEK293 GC-A cells, cGMP TR-FRET, EC30 ANP; 0% at EC30 ANP, 100% saturating ANP | 370,000 compounds, 0.14% hits | activation, % at 10 µM | P16066; in the data active means activation above about 40%
# Target sequence (P16066 whole entry, looked up): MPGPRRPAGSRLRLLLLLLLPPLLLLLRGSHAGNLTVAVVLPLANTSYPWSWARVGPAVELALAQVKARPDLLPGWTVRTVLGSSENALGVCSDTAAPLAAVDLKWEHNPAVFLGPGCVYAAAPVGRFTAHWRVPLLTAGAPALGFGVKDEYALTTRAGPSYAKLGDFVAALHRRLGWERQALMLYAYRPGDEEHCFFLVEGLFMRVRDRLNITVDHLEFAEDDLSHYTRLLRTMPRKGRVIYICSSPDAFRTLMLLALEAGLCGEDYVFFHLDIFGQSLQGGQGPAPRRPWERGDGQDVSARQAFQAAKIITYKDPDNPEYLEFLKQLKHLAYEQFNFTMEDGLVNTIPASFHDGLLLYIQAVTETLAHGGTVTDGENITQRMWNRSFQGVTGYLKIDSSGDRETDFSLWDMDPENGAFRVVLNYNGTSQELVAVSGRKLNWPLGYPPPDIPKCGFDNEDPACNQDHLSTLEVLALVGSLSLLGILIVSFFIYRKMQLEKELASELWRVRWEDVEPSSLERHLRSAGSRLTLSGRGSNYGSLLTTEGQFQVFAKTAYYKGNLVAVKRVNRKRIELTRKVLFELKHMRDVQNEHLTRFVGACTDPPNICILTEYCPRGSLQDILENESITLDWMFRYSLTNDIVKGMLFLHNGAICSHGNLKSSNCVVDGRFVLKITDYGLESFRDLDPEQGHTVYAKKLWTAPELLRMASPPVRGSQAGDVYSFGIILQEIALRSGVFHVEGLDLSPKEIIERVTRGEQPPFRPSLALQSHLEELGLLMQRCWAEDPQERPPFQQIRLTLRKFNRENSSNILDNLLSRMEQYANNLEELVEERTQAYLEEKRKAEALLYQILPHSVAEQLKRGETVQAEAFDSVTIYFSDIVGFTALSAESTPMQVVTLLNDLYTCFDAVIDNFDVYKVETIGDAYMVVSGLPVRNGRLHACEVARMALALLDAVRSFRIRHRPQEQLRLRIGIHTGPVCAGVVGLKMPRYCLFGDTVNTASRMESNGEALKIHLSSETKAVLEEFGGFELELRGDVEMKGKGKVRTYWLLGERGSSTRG
# PG9 Ab binder – PG9 antibody binding by small molecule. TR-FRET gp120-PG9 antibody binding. inhibition, % at 6.7 µM. 360,000 compounds, 0.43% hits. AID 624416; in the data active means inhibition above about 8.5%
# DAX1 inh-2 – DAX1 (NR0B1) inhibition, primary screen | HEK293T StAR-luciferase reporter, SF-1/DAX-1 repression relief | inhibition, % at 6.8 µM | 370,000 compounds, 1.1% hits | AID 652010;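 active means inhibition above the mean over all tested compounds plus 3 SD, cut at about 3.6% in these data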;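 further: 0% = DAX-1 cells with DMSO and 100% = cells lacking DAX-1 with DMSO; higher inhibition means more luminescence from relief of DAX-1 repression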
# An asterisk follows results filed as active; · = not tested or not shown.
No.	SMILES	DAX1 inh-1	ssDAF12 agonist	hcDAF12 agonist	GC-A act	ADAM17 inh	GAA850 FXN act
1	CC(C)(C)c1ccc(-c2csc(N3CCC(C(N)=O)CC3)n2)cc1	·	-2.2	-3.3	0	3	·
2	O=C(O)C1C2C=CC(C2)C1C(=O)Nc1cccc(C(=O)N2CCCCC2)c1 (centres undefined)	0.1	-0.8	0.1	·	2	3.6
3	CCCCS(=O)(=O)Nc1ccc2cn[nH]c2c1	0.5	0.3	3.4	4	-2	2.3
4	COC(=O)C[C@H]1CC[C@H]2[C@H](COc3ccc(NC(=O)c4ccccc4F)cc3C(=O)N2C)O1	·	-1.6	-2.5	0	-3	·
5	CCOc1cc(S(=O)(=O)NCCCn2ccnc2)ccc1Cl	-2.4	-1.1	-1.7	2	2	1.5
6	O=CN1CCN(C(=O)c2ccc([N+](=O)[O-])cc2)CC1	1.1	-0.8	0.0	1	-6	-0.6
7	COc1ccccc1CNCc1ccc(OC)c(OC)c1OC	0.9	-1.2	-0.3	-2	-4	0.8
8	Cc1ccc(C)c2nc3sc(C(=O)O)cc3cc12	·	-0.6	2.1	1	-119	3.6

No.	SMARCA2 act	hgDAF-12 ag	DAX1 inh-2	PG9 Ab binder	ADAM10 inh
1	·	0.1	·	·	15
2	0	-0.1	0.0	-1.8	1
3	-4	2.2	0.1	-0.8	-7
4	-5	1.4	0.7	·	-1
5	-2	-0.1	-1.1	-1.1	10
6	-3	-2.1	-0.5	0.9	-1
7	1	1.2	0.2	0.6	-7
8	1	1.4	0.4	-1.2	-377

# Rewritten in transposed form: part of the list above.
(4) COC(=O)C[C@H]1CC[C@H]2[C@H](COc3ccc(NC(=O)c4ccccc4F)cc3C(=O)N2C)O1
(3) CCCCS(=O)(=O)Nc1ccc2cn[nH]c2c1
(5) CCOc1cc(S(=O)(=O)NCCCn2ccnc2)ccc1Cl
(2) O=C(O)C1C2C=CC(C2)C1C(=O)Nc1cccc(C(=O)N2CCCCC2)c1 (centres undefined)
(8) Cc1ccc(C)c2nc3sc(C(=O)O)cc3cc12

Compound,4,3,5,2,8
DAX1 inh-1,·,0.5,-2.4,0.1,·
ssDAF12 agonist,-1.6,0.3,-1.1,-0.8,-0.6
hcDAF12 agonist,-2.5,3.4,-1.7,0.1,2.1
GC-A act,0,4,2,·,1
ADAM17 inh,-3,-2,2,2,-119
GAA850 FXN act,·,2.3,1.5,3.6,3.6
SMARCA2 act,-5,-4,-2,0,1
hgDAF-12 ag,1.4,2.2,-0.1,-0.1,1.4
DAX1 inh-2,0.7,0.1,-1.1,0.0,0.4
PG9 Ab binder,·,-0.8,-1.1,-1.8,-1.2
ADAM10 inh,-1,-7,10,1,-377

# More records follow:
No.	SMILES	DAX1 inh-1	ssDAF12 agonist	hcDAF12 agonist	GC-A act	ADAM17 inh	GAA850 FXN act
9	O=C(NNC(=O)c1cccs1)c1ccc(Cl)c([N+](=O)[O-])c1	-0.3	-1.0	2.1	-3	-4	1.3
10	COc1cccc2cc(C(=O)N3CCCCCCC3)c(=O)oc12	-0.1	-0.8	0.1	1	-6	4.0
11	CCSc1nc2c(c(=O)[nH]1)C(c1ccc(C)cc1)C1=C(CCCC1=O)N2 (centres undefined)	0.2	-1.2	-1.9	-8	-99	-1.0
12	Oc1ccc(/C=N/N2CCN(C3c4ccccc4-c4ccccc43)CC2)c(O)c1	-0.8	-0.8	0.5	-5	-2	1.8
13	CN1CCSc2ccc(C(=O)Nc3cc(F)ccc3F)cc21	9.5*	1.1*	7.2*	2	-68	7.2
14	COc1cccc(CNC(=O)CCC2CCCN(C(=O)c3cccc4c(C)c(C)[nH]c34)C2)c1 (centres undefined)	0.0	-2.1	-0.9	2	-2	1.8
15	N#C/C(=C\c1cccnc1)c1ccc([N+](=O)[O-])cc1	0.5	-1.5	-3.1	-7	-4	4.4
16	O=C(CSc1cccc[n+]1[O-])Nc1ccc(C(F)(F)F)cc1[N+](=O)[O-]	0.1	-1.8	-0.5	-5	-3	-0.3

No.	SMARCA2 act	hgDAF-12 ag	DAX1 inh-2	PG9 Ab binder	ADAM10 inh
9	1	-1.2	-0.4	1.4	11
10	1	0.0	0.3	-2.2	-24
11	1	0.8	0.0	-1.3	-345
12	-3	0.8	0.0	-2.7	-7
13	11*	20*	4.3*	1.0	-240
14	3	-1.5	-1.1	-1.1	3
15	-3	-0.9	-0.7	-2.2	13
16	1	0.4	-0.9	0.4	-2

# (listing goes on)
No.	SMILES	DAX1 inh-1	ssDAF12 agonist	hcDAF12 agonist	GC-A act	ADAM17 inh	GAA850 FXN act
17	COc1ccc(OCC(=O)N(C)CC2COc3ccccc3O2)cc1 (centres undefined)	-0.3	-1.1	-1.4	-5	0	1.6
18	CCCCCCCNC(=O)C1(CC2CC(c3cccc(Br)c3)=NO2)CCN(C(=O)C2CCCC2)CC1 (centres undefined)	-0.2	-1.3	-0.5	1	-2	0.5
19	COc1ccc(NC(=O)C2Cc3c(-c4cccc(NC(C)=O)c4)ccnc3O2)cn1 (centres undefined)	·	-1.0	-0.3	-1	-6	-3.3
20	CCc1cc(C(=O)N2CCCC(Nc3ccc(F)c(F)c3)C2)n(C)n1 (centres undefined)	0.0	-0.7	-1.1	7	-2	2.5
21	COC(=O)N/N=C\c1ccc(OC/C=C/c2ccccc2)c(OC)c1	0.8	-0.9	-2.3	2	-2	0.6
22	O=C(/C=C/c1ccc([N+](=O)[O-])cc1)NCCSCc1ccco1	0.0	-0.8	-0.4	0	-2	1.9
23	CCc1ccc(C(=O)OCC(=O)N(CCOC)c2c(N)n(Cc3ccccc3)c(=O)[nH]c2=O)cc1	-0.7	-0.9	-0.3	2	2	-2.2
24	CN(C)c1ccc(/C=C/C(=O)c2ccc(O)cc2)cc1[N+](=O)[O-]	-0.1	-0.8	0.1	2	4	1.6

No.	SMARCA2 act	hgDAF-12 ag	DAX1 inh-2	PG9 Ab binder	ADAM10 inh
17	3	-3.7	-0.8	-0.5	-6
18	0	1.5	0.0	0.8	-2
19	-3	3.8	-3.6	0.7	-16
20	0	-0.9	-1.2	-0.1	4
21	-1	-0.1	-1.4	0.0	-1
22	-2	1.9	-0.4	-1.2	3
23	-1	0.2	-0.8	-0.8	3
24	4	5.7	-0.5	0.6	9

# In the list so far, 2 have a thiophene ring, fused or not:
No.	SMILES	DAX1 inh-1	ssDAF12 agonist	hcDAF12 agonist	GC-A act	ADAM17 inh	GAA850 FXN act
8	Cc1ccc(C)c2nc3sc(C(=O)O)cc3cc12	·	-0.6	2.1	1	-119	3.6
9	O=C(NNC(=O)c1cccs1)c1ccc(Cl)c([N+](=O)[O-])c1	-0.3	-1.0	2.1	-3	-4	1.3

No.	SMARCA2 act	hgDAF-12 ag	DAX1 inh-2	PG9 Ab binder	ADAM10 inh
8	1	1.4	0.4	-1.2	-377
9	1	-1.2	-0.4	1.4	11

# New compounds follow.
No.	SMILES	DAX1 inh-1	ssDAF12 agonist	hcDAF12 agonist	GC-A act	ADAM17 inh	GAA850 FXN act
25	CCCCC(=O)Nc1sc2c(c1C(N)=O)CCC2	0.7	-1.9	-0.2	2	-6	2.7
26	CCNC(=O)CSc1nc2cc(S(=O)(=O)Nc3ccc(OC)cc3)ccc2o1	0.4	-0.9	-0.8	1	-2	3.1
27	CC(CC(=O)N1CCc2ccccc21)n1cccn1 (centres undefined)	0.6	0.1	11*	-1	-7	2.1
28	O=S(=O)(NCCCCCCNS(=O)(=O)c1c(F)cccc1F)c1ccc2c(c1)OCCO2	-1.1	-1.7	-1.6	1	-3	-1.4
29	COc1ccccc1N1CCN(CCCCN2C(=O)c3ccccc3C2=O)CC1	-0.2	-1.6	-2.8	-2	-5	1.4
30	O=C(NCc1ccco1)c1cccc2ccccc12	0.2	-1.2	-0.3	3	5	-0.1
31	Cc1ccc(NC(=O)OC2CC3CC2[C@H]2CCCCN2[C@H]3C)cc1 (some centres undefined)	·	-0.4	-1.6	-2	-3	·
32	COc1ccc(C(O)c2nc(-c3cccc(CO)c3)cs2)cc1 (centres undefined)	·	-0.6	-1.7	-2	5	1.9

No.	SMARCA2 act	hgDAF-12 ag	DAX1 inh-2	PG9 Ab binder	ADAM10 inh
25	4	4.3	0.8	0.3	-17
26	-3	-3.3	-2.8	-0.9	-10
27	1	8.2	2.8	-4.1	-1
28	-1	-1.4	-1.0	1.1	-1
29	-3	0.0	-1.0	-0.5	-7
30	-5	-2.7	-0.5	-0.9	-5
31	-2	3.6	-0.9	·	-7
32	-5	1.6	0.2	0.4	-4

# (more compounds)
No.	SMILES	DAX1 inh-1	ssDAF12 agonist	hcDAF12 agonist	GC-A act	ADAM17 inh	GAA850 FXN act
33	O=C(Nc1ccccc1[N+](=O)[O-])OCC=Cc1ccccc1	0.9	-1.7	-0.9	2	1	1.9
34	Cc1nc(SCC(=O)c2ccc(F)c(F)c2)[nH]c(=O)c1Oc1ccc(Cl)cc1	2.2	-1.4	1.6	-2	-3	2.4
35	O=C(COC(=O)C1CCCCC1)Nc1cccc(Br)c1	-0.2	-0.9	0.5	-1	-1	1.7
36	O=C(Nc1ccc(OCc2ccccc2)cc1)c1ccccc1	1.1	-1.1	0.7	0	-2	3.6
37	COc1ccc(-c2nc3nc(N)nn3cc2C)cc1F	-0.2	-1.6	-0.7	3	-54	2.6
38	COc1cc(/C=C2/C(C)=C(C#N)c3nc(N)c(C#N)c(C)c32)ccc1OCC(=O)O	·	0.1	1.3	2	-18	·
39	Cc1cc(NC(=S)Nc2ccccc2)ccc1Br	-0.8	-1.2	0.4	3	-2	-0.8
40	CC(=O)Nc1ccc2c3c(cccc13)CC2	-0.2	-1.0	-0.4	6	-6	-0.2
41	CCOC(=O)/C(C#N)=C1\C(=O)N(Cc2ccccc2)c2ccccc21	3.7	-1.1	-0.8	19	-3	-2.0
42	COc1ccc(CCc2nnc(N)s2)cc1OC	1.1	-1.4	-0.4	3	0	1.0

No.	SMARCA2 act	hgDAF-12 ag	DAX1 inh-2	PG9 Ab binder	ADAM10 inh
33	-1	1.5	-0.8	2.3	-17
34	-2	0.7	-0.3	-0.5	-4
35	1	-0.5	0.4	-1.0	-1
36	6	0.7	0.7	-0.7	-9
37	-1	-1.0	0.9	0.0	-141
38	-1	-3.3	0.2	-3.7	-55
39	-2	3.4	-0.6	-2.0	-4
40	-2	-0.4	0.3	0.4	-11
41	-1	-0.5	0.0	0.8	1
42	-1	-1.7	0.6	-0.5	3

# Entries of single compounds from above. Screens in order: DAX1 inh-1	ssDAF12 agonist	hcDAF12 agonist	GC-A act	ADAM17 inh	GAA850 FXN act	SMARCA2 act	hgDAF-12 ag	DAX1 inh-2	PG9 Ab binder	ADAM10 inh
# CC(=O)Nc1ccc2c3c(cccc13)CC2 in the list: -0.2	-1.0	-0.4	6	-6	-0.2	-2	-0.4	0.3	0.4	-11
# COc1ccc(-c2nc3nc(N)nn3cc2C)cc1F in the list: -0.2	-1.6	-0.7	3	-54	2.6	-1	-1.0	0.9	0.0	-141
